# Bioassay records (PubChem BioAssay)
# Hep lipid drop: hepatic lipid droplet formation modulation; AML12 mouse hepatocytes, oleate lipid droplets, BODIPY imaging; inhibition, % at 6.5 µM; hit rate 0.4% among 240,000; AID 1656;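 active = lipid droplet intensity inhibited by at least 50%, with more than 500 cells counted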
#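 Test system: AML12 mouse liver cells; schedule: overnight exposure; technique: high-content imaging of BODIPY-stained droplets and DAPI nuclei; read-out: % inhibition of corrected integrated BODIPY droplet signal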
# K1F lysis inhibition: inhibition of K1F phage lysis, E. coli UTI89, bacterial capsule biogenesis inhibitors, alamar blue (AID 488966). E. coli UTI89 K1F phage lysis, alamar blue, 2 h; higher % means a stronger effect. one-dose inhibition, % at 100 µM; IC50 in µM for titrated hits. hit rate 0.02% among 340,000;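 active = phage lysis inhibition, versus mean bacterial control, above a set limit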;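 note: capsule biogenesis inhibitors block K1F phage lysis so surviving cells raise fluorescence; higher fluorescence means more inhibition of phage lysis; actives were called in the ten point dose series up to 300 µM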
# Siah-1 displacement: blockers of Siah-1 interaction with plectin peptide – biochemical, fluorescence polarization, rhodamine-plectin, uHTS, primary screen (AID 1817). Siah-1 / rhodamine-plectin peptide fluorescence polarization; higher % means a stronger effect. displacement, % at 20 µM; hits with a dose series show IC50 in µM. hit rate 0.02% among 290,000;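 active = displacement of at least 50% at 20 µM, with a fluorescence ratio check between 0.3 and a set limit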;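 note: plate controls were Siah plus tracer with DMSO for no effect and tracer alone without Siah for full effect; strong numbers were not always called active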
# Hep lipid drop cells 6.5 µM: also measured in Hep lipid drop; calls as there; cell count; measured here: cell count, cytotoxicity flag;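 cells counted across two imaged fields per well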
# An asterisk follows results filed as active; [ ] = another dose, or the depositor's remark.
SMILES,Hep lipid drop,Hep lipid drop cells 6.5 µM,K1F lysis inhibition,Siah-1 displacement
Cc1onc(-c2c(Cl)cccc2Cl)c1C(=O)N1C(C)CCCC1C (stereo not given),-14.9,690,0.1%,-3.4%
O=C(Oc1ccc(C(=S)N2CCOCC2)cc1)c1ccccc1[N+](=O)[O-],-7.0,796,-0.6%,-2.7%
Cn1c(=O)[nH]c(=O)c2c1nc(SCC(=O)O)n2CCCc1ccccc1,18.1,822,0.3%,-5.1%
CC1(C)Cc2cccc(OCC(=O)NCc3ccccc3)c2O1,-13.4,715,-0.2%,13.0%
CC(C)OC(=O)CC1C(=O)NCCN1C(=O)COc1ccc(C(C)(C)C)cc1 (stereo not given),4.6,759,-0.7%,7.3%
Cc1c(C(=O)N2CCCC2)c(S(=O)(=O)Nc2cccc(Br)c2)c(C)n1C,-22.5,691,0.1%,-4.3%
O=C(CN1CCCCCC1)Nc1ccc(Cl)cc1F,3.6,832,-0.2%,1.9%
CCC(C)NC(=O)CN1C(=O)c2cccc3cccc1c23 (stereo not given),3.6,808,-1.1%,1.6%
ClC(Cl)(Cl)c1nc2ccccc2n2nncc12,-19.8,862,-1.0%,-2.7%
Cc1ccc(NC(=O)CCC(=O)N/N=C/c2ccc(O)cc2)cc1,2.7,771,0.3%,-3.0%
CC(C)CN1C2CCCC1CC(NC(=O)c1ccc([N+](=O)[O-])cc1)C2 (stereo not given),-0.6,822,-2.1%,0.3%
CN(C)c1ccc(N=Nc2cccc(F)c2)cc1,29.9,849,-1.6%,-4.6%
CCOC(=O)CC1(NC(=O)C2CCC(=O)N(Cc3ccccc3F)C2)CCCCC1 (stereo not given),15.6,707,0.1%,-0.4%
C/C(=N\Nc1c(Cl)c(Cl)nc(C(=O)O)c1Cl)c1ccc(O)cc1,2.5,750,3.1%,-5.8%
CCCCn1c(N)c(N(CCOC)C(=O)C2CCN(S(=O)(=O)c3ccc(Cl)cc3)CC2)c(=O)[nH]c1=O,-2.9,813,0.0%,0.0%

# Continued (two carried over from the part before).
SMILES,Hep lipid drop,Hep lipid drop cells 6.5 µM,K1F lysis inhibition,Siah-1 displacement
C/C(=N\Nc1c(Cl)c(Cl)nc(C(=O)O)c1Cl)c1ccc(O)cc1,2.5,750,3.1%,-5.8%
CCCCn1c(N)c(N(CCOC)C(=O)C2CCN(S(=O)(=O)c3ccc(Cl)cc3)CC2)c(=O)[nH]c1=O,-2.9,813,0.0%,0.0%
Cc1ccc(/C=N/NC(=O)c2cccc(NC(=O)c3ccccc3C)c2)o1,-1.1,728,0.1%,-3.1%
Cc1ccc(CNC(=O)Nc2ccccc2)c(C)c1,-28.8,698,0.2%,5.7%
COc1ccc(C(=O)NCCc2nnc3ccc(SCC(=O)N4CCCCC4)nn23)cc1,3.0,858,2.1%[50 µM],0.6%
COc1ccc(CC(=O)NC2CCSc3ccccc32)cc1OC (stereo not given),-8.5,823,-0.7%[50 µM],10.8%
NS(=O)(=O)c1ccc(CCNC(=O)C(=O)c2cn(CC(=O)N3CCOCC3)c3ccccc23)cc1,18.6,704,0.2%,1.6%
O=C(O)c1ccc(N/N=C/c2ccc(-c3ccc(Br)cc3)o2)cc1,37.1,789,-2.5%,7.1%
COc1ccc(CNC(=O)CN2C(=O)COc3ccc(S(=O)(=O)N4CCC(C)CC4)cc32)cc1,-24.6,729,0.3%,6.2%
Cc1cc(C)nc(Nc2cccc3ccccc23)n1,-7.3,842,0.1%,1.9%
Cc1ccc(S(=O)(=O)/N=C(/c2ccc(F)cc2)N(C)C)cc1,10.2,416,0.2%,-4.3%
COc1cc(C(=O)Nc2ccc3c(c2)OCO3)c([N+](=O)[O-])cc1OC,2.5,824,0.2%,-5.7%
COc1ccccc1NC(=O)NNC(=O)c1ccc2ccccc2c1,-0.6,837,-0.2%,1.4%
O=C(Nc1ccc(NC(=O)C2CC2)cc1)c1ccco1,-5.2,791,-0.1%,7.6%
CCOc1ccccc1NC(=O)CCS(=O)(=O)c1ccc2c(c1)CCN2C(C)=O,-1.9,704,0.2%,3.0%
Cc1ccc(SC(C)C(=O)NC2CC2)cc1 (stereo not given),-4.6,814,-0.2%,-1.6%
Cc1cccc(C(=O)N(Cc2cccs2)C2CCS(=O)(=O)C2)c1 (stereo not given),-20.3,731,0.2%,1.6%
CCOc1ccc(C(C)NC(=S)NCc2ccc(F)cc2)cc1 (stereo not given),-11.7,860,0.5%[50 µM],0.4%
COC(CN(C)C(=O)C1CCC(CNS(=O)(=O)c2ccc(C)cc2)CC1)OC (stereo not given),0.6,658,0.0%,7.9%
COc1ccc(C)cc1NCc1ccc(OC)c(C)c1OC,-7.0,770,0.2%,2.1%
CCn1c(SCC(=O)NC2CCCC2)nc2c1c(=O)n(C)c(=O)n2C,-4.3,517,-0.1%,-1.7%
COc1ccc(CN2CCNC(=O)C2CC(=O)NC2CCCC2)c(OC)c1 (stereo not given),-1.6,703,8.9%,5.0%
COc1ccc(-c2cc(C(=O)N(C)Cc3ccccc3F)c3ccccc3n2)cc1OC,-2.4,686,-0.1%,1.2%
CCOC(=O)C1CCCN(C(=O)c2cc3c(=O)n4ccccc4nc3s2)C1 (stereo not given),8.1,671,0.4%[50 µM],23.6%
O=C(OCCN=C1NS(=O)(=O)c2ccccc21)c1ccccc1F,-1.4,739,0.5%,4.8%
Oc1c(CN2CCCC(C(F)(F)F)C2)cc(Cl)c2ccccc12 (stereo not given),-0.2,824,-0.2%,-3.3%
CCOC(=O)C1CCCN(C(=S)NC(=O)/C=C/c2ccc(F)cc2)C1 (stereo not given),16.6,734,4.7%,-0.2%
CCN1CCN(S(=O)(=O)c2ccc(-c3cc(C)no3)s2)CC1,6.2,655,2.1%,12.1%
CCN1/C(=C/C=C/C=C/C=C/c2sc3ccccc3[n+]2CC)Sc2ccccc21,6.2,684,0.7%,9.8%
Cc1cccc(NC(=O)CNC(=O)c2ccccc2Cl)n1,3.7,856,0.5%[50 µM],0.8%
CN1CCC(=O)N([C@H](CO)c2ccccc2)CC1,-2.3,827,0.3%,-4.1%
CC1(C)Cc2c(cnn2-c2cccc(F)c2)C(NC(=O)c2cc[n+]([O-])cc2)C1 (stereo not given),1.4,853,-0.7%[50 µM],0.1%
COc1ccc(NC(=O)C2CCN(c3ncnc4c3nc3n4CCCCC3)CC2)cc1Cl,24.2,602,0.4%,-4.4%
COc1ccc(NC(=O)[C@H](Cc2c[nH]c3ccccc23)NC(=O)[C@@H]2Cc3ccccc3CN2)cc1,-1.5,797,0.3%,-1.0%
O=C(CN1C(=O)NC2(CCCC2)C1=O)Nc1cc(S(=O)(=O)N2CCOCC2)ccc1OCC(F)(F)F,-3.8,833,0.2%,-0.7%
Cc1ccc(NC(=O)CSc2nc3ccccc3c(=O)n2CCCC(=O)NCC2CCCO2)cc1 (stereo not given),7.0,749,0.1%,1.0%
CN1CCCN(C(=O)c2c(F)cccc2Cl)CC1,11.5,862,1.1%,2.3%
CN(CCOc1ccc(Cl)cc1)C(=O)C1CCN(C(=O)c2ccc(Cl)cc2)CC1,-1.1,822,0.0%,11.5%
COc1ccccc1N1CCN(C(=O)c2sc3nc4n(c(=O)c3c2C)CCC4)CC1,28.5,759,0.6%,2.3%
COc1ccc([C@@H]2[C@@H]3C(=O)N(C(C)(C)C)C(=O)[C@@H]3[C@]3(C)C(=O)N(c4cccc(Br)c4)C(=O)N23)cc1,7.0,814,0.1%,-0.3%
CCN(Cc1ccccc1)C(=O)c1cc(-c2ccc(OC)c(OC)c2)nc2ccccc12,-9.5,677,-0.1%,-0.7%
COc1ccc(N2CC(C(=O)Nc3nnc(SCC(=O)NCc4ccco4)s3)CC2=O)cc1 (stereo not given),12.0,675,0.1%,22.1%
O=C(CNC(=O)C(c1ccccc1)c1ccccc1)N/N=C\c1ccc(C(=O)O)cc1,-4.4,726,0.0%,-2.7%
Cc1nn(CCCC(=O)NCCCN2CCN(C)CC2)c(=O)c2c1sc1ccccc12,7.9,786,-0.2%,-3.2%
CN(C)CCNC(=O)c1onc(CSc2nc3ccccc3[nH]2)c1C(=O)NCCN(C)C,16.4,824,0.6%,-1.0%
CN(C)Cc1ccc(CNC(=O)COc2ccc3ccccc3c2)cc1,7.1,832,0.5%,3.8%
Cc1ccccc1NS(=O)(=O)c1c(C(=O)N2CCCCCC2)c(C)n(C)c1C,-68.5,677,0.0%,-4.2%

# Pulled by structure from above, 6 records:
SMILES,Hep lipid drop,Hep lipid drop cells 6.5 µM,K1F lysis inhibition,Siah-1 displacement
COc1ccccc1N1CCN(C(=O)c2sc3nc4n(c(=O)c3c2C)CCC4)CC1,28.5,759,0.6%,2.3%
COc1ccc(NC(=O)[C@H](Cc2c[nH]c3ccccc23)NC(=O)[C@@H]2Cc3ccccc3CN2)cc1,-1.5,797,0.3%,-1.0%
CN(CCOc1ccc(Cl)cc1)C(=O)C1CCN(C(=O)c2ccc(Cl)cc2)CC1,-1.1,822,0.0%,11.5%
Cc1nn(CCCC(=O)NCCCN2CCN(C)CC2)c(=O)c2c1sc1ccccc12,7.9,786,-0.2%,-3.2%
COc1ccc(N2CC(C(=O)Nc3nnc(SCC(=O)NCc4ccco4)s3)CC2=O)cc1 (stereo not given),12.0,675,0.1%,22.1%
COc1ccc([C@@H]2[C@@H]3C(=O)N(C(C)(C)C)C(=O)[C@@H]3[C@]3(C)C(=O)N(c4cccc(Br)c4)C(=O)N23)cc1,7.0,814,0.1%,-0.3%

# Carrying on.
SMILES,Hep lipid drop,Hep lipid drop cells 6.5 µM,K1F lysis inhibition,Siah-1 displacement
Cc1ccc(NC(=O)NCc2cccnc2)cc1C,19.8,576,0.1%,20.0%
Cc1sc2ncnc(N3CCC(C(=O)N(C)CC(=O)Nc4ccccc4Cl)CC3)c2c1C,2.6,825,-0.2%,-3.5%
CN(Cc1ccccc1)C(=O)CSc1n[nH]c(N)n1,5.3,840,0.2%,-2.8%
Cc1ccc(NS(=O)(=O)c2ccc(C(C)(C)C)cc2)cn1,6.2,821,0.0%,-2.1%
CCOc1ccc(OCCC(=O)N2CCc3cc(OC)c(OC)cc3C2)cc1,-9.7,732,-0.1%,-6.8%
O=C(NC1CCN(Cc2ccccc2)CC1)c1ccc(CS(=O)c2ccc(F)cc2)o1 (stereo not given),2.7,706,0.2%,8.8%
COc1ccc(-c2cc3ccc(OCC(=O)NCC4CCC(C(=O)O)CC4)cc3oc2=O)cc1 (stereo not given),3.5,796,10.9%,-2.5%
COC(=O)Cn1c(C(O)c2ccccc2)nc2ccccc21 (stereo not given),-6.7,821,0.0%,2.2%
CCc1cc(=O)oc2c(C)c(OCC(=O)NCc3ccccn3)ccc12,-5.8,649,0.4%,-3.1%
C/C(=N\NC(=O)Cc1ccccc1)c1cccnc1,16.4,654,0.2%,9.9%
COCCNC(=O)C(c1ccc(F)cc1)N(Cc1ccccc1)C(=O)CCC(=O)Nc1ccccn1 (stereo not given),-0.4,795,1.0%,1.1%
Cc1ccc(-c2nc3ccc(Cl)cc3c(=O)n2O)cc1,-3.5,627,0.6%,-3.9%
Cc1cccc(C)c1OCCN1CCCC1,-1.2,821,0.1%,8.7%
O=C(O)CCC(=O)Nc1ccc(SSc2ccc(NC(=O)CCC(=O)O)cc2)cc1,-1.5,841,0.1%,-0.3%
CC(=O)N1CCOc2ccc(S(=O)(=O)N3CCC(C(=O)NCc4ccc(C)cc4)CC3)cc21,5.1,682,0.5%,-3.2%
CCN(CC)S(=O)(=O)c1ccc2c(c1)oc(=O)n2CC(=O)N(C)C1CCCCC1,-2.5,712,0.1%,3.7%
CCCCOCCCNC(=O)C1c2ccccc2Oc2ccccc21,-8.0,842,0.3%,0.7%
COc1ccc(C(=S)N2CCN(S(=O)(=O)c3ccccc3)CC2)cc1,5.4,712,0.4%,2.5%
Cc1c(Cl)cccc1NC(=O)c1ccco1,-1.5,847,0.2%,-1.8%
CCCCN(CC(O)COc1cccc(C)c1)CC(O)COc1cccc(C)c1 (stereo not given),-15.6,784,-0.1%,1.5%
O=C(Oc1ccccc1)N1CCCC1,9.3,808,0.1%,-0.3%
CC(NCc1cc(Br)ccc1OCC(N)=O)C12CC3CC(CC(C3)C1)C2 (stereo not given),-3.4,821,-0.9%,2.8%
Cc1ccnc(Nc2nc(-c3ccc(O)c(O)c3)cs2)c1,3.6,764,2.5%,-7.6%
O=[N+]([O-])c1ccc(NC(=S)N2CCN(c3ccccn3)CC2)cc1,7.5,802,-1.1%,-3.0%
O=C(CCc1ccncc1)NC1CCCc2c1cnn2-c1cc(F)cc(F)c1 (stereo not given),-7.0,696,0.2%,-0.4%
CCOC(=O)c1c(C)nn(-c2ccc(NC(=O)c3cccs3)cc2)c1C,3.6,821,-0.8%[50 µM],-0.8%
CN(C)c1ccc(/C=N/Nc2cccc(C(=O)O)c2)cc1,20.0,877,1.0%,12.1%
CNC[C@@H](C)NC[C@@H](Cc1ccccc1)NCCc1ccccc1,-8.4,682,1.1%,12.7%

# These rows are one share of the data; rates above refer to the full screens.
